ER stress death = ER stress cell death inhibition; CSM14.1 thapsigargin ER stress survival, ATP luminescence; 48,000 compounds, 0.33% hits; relative survival (cellular ATP), % at 15 µg/mL (by protocol);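 active = survival measured by cellular ATP above 50% at 15 µg/ml in the first screen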;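 also: cell death triggered by about 15 µM thapsigargin; ATP read 24 h after thapsigargin was added; plate controls were thapsigargin with DMSO for no effect and DMSO without thapsigargin for full effect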
* marks the source's active call; other numbers are inactive results. The list is partial. The share of hits here may be higher or lower than overall.

SMILES	ER stress death
O=C(NN1C(=O)c2ccccc2C1=O)c1ccc(O)cc1	-1
COc1cccc(/C=N/NC(=O)CC#N)c1	-3
CCOc1ccccc1C(=O)Nc1cccc(OC)c1	6
CN(C)c1cnn(-c2ccccc2)c(=O)c1N	4
COc1ccc(C2(CNC(=S)Nc3ccccc3)CCCC2)cc1	3
O=C(Nc1ccncc1)c1ccc(C(=O)Nc2ccncc2)cc1	1
O=C(O)C(Cc1ccccc1)N1C(=O)/C(=C/c2ccc(Cl)cc2Cl)SC1=S (stereo not drawn)	3
CCN(CC)CCCC(C)NC(=O)c1c(NC(=O)c2ccccc2)sc(C)c1C (stereo not drawn)	-7
COC(=O)C(NC(=O)c1ccc(Br)cc1)c1ccccc1 (stereo not drawn)	17
Cc1ccc(-c2cc(C(=O)N3CCOCC3)c3ccccc3n2)c(C)c1	-4
C=CCNc1nc(-c2ccc(Cl)cc2)nc2ccccc12	6
C=CCc1cccc2cc(C(=O)NC3CCCCC3)c(=O)oc12	12
COc1ccc(N2C(=O)NC(=O)/C(=C\C=C\c3ccccc3[N+](=O)[O-])C2=O)cc1	7
Oc1cccc(/C=N/Nc2cc(N3CCOCC3)nc(N3CCOCC3)n2)c1	-2
CN(CCOC(=O)C(C)(c1ccccc1)c1ccccc1)C(C)(C)C	-12
COc1ccccc1NC(=O)C(=O)NCCc1ccccc1	3
COc1ccc(/C=C(/C#N)C(N)=O)cc1O	4
O=C(c1nn2c(C(F)(F)F)cc(-c3ccco3)nc2c1Cl)N1CCN(Cc2ccccc2)CC1	-1
O=C(Cc1ccc(-c2ccccc2)cc1)Nc1ccc(F)cc1	19
COc1ccc(Br)cc1C(=O)Nc1ccc2oc(-c3ccccc3)nc2c1	-4
CCC1=NN2C(=N)/C(=C/c3ccc(OCCOc4cccc(OC)c4)c(OC)c3)C(=O)N=C2S1	9
CCOC(=O)C1=C(C)N=c2s/c(=C\c3cc4c(cc3Cl)OCO4)c(=O)n2C1c1cccs1 (stereo not drawn)	3
Cc1ccc(S(=O)(=O)NCCNC(=O)Nc2cccnc2)cc1	-1
CCOC(=O)c1sc(NC(=O)C2CCCCC2)nc1C	2

Reprinted from the results shown, 24 compounds:
SMILES	ER stress death
O=C(NN1C(=O)c2ccccc2C1=O)c1ccc(O)cc1	-1
COc1cccc(/C=N/NC(=O)CC#N)c1	-3
CCOc1ccccc1C(=O)Nc1cccc(OC)c1	6
CN(C)c1cnn(-c2ccccc2)c(=O)c1N	4
COc1ccc(C2(CNC(=S)Nc3ccccc3)CCCC2)cc1	3
O=C(Nc1ccncc1)c1ccc(C(=O)Nc2ccncc2)cc1	1
O=C(O)C(Cc1ccccc1)N1C(=O)/C(=C/c2ccc(Cl)cc2Cl)SC1=S (stereo not drawn)	3
CCN(CC)CCCC(C)NC(=O)c1c(NC(=O)c2ccccc2)sc(C)c1C (stereo not drawn)	-7
COC(=O)C(NC(=O)c1ccc(Br)cc1)c1ccccc1 (stereo not drawn)	17
Cc1ccc(-c2cc(C(=O)N3CCOCC3)c3ccccc3n2)c(C)c1	-4
C=CCNc1nc(-c2ccc(Cl)cc2)nc2ccccc12	6
C=CCc1cccc2cc(C(=O)NC3CCCCC3)c(=O)oc12	12
COc1ccc(N2C(=O)NC(=O)/C(=C\C=C\c3ccccc3[N+](=O)[O-])C2=O)cc1	7
Oc1cccc(/C=N/Nc2cc(N3CCOCC3)nc(N3CCOCC3)n2)c1	-2
CN(CCOC(=O)C(C)(c1ccccc1)c1ccccc1)C(C)(C)C	-12
COc1ccccc1NC(=O)C(=O)NCCc1ccccc1	3
COc1ccc(/C=C(/C#N)C(N)=O)cc1O	4
O=C(c1nn2c(C(F)(F)F)cc(-c3ccco3)nc2c1Cl)N1CCN(Cc2ccccc2)CC1	-1
O=C(Cc1ccc(-c2ccccc2)cc1)Nc1ccc(F)cc1	19
COc1ccc(Br)cc1C(=O)Nc1ccc2oc(-c3ccccc3)nc2c1	-4
CCC1=NN2C(=N)/C(=C/c3ccc(OCCOc4cccc(OC)c4)c(OC)c3)C(=O)N=C2S1	9
CCOC(=O)C1=C(C)N=c2s/c(=C\c3cc4c(cc3Cl)OCO4)c(=O)n2C1c1cccs1 (stereo not drawn)	3
Cc1ccc(S(=O)(=O)NCCNC(=O)Nc2cccnc2)cc1	-1
CCOC(=O)c1sc(NC(=O)C2CCCCC2)nc1C	2

Remaining list, next part.
SMILES	ER stress death
CC(C)(C)NC(=O)c1ccccc1C(=O)O	6
COc1cccc(C2/C(=C(\O)c3ccccc3)C(=O)C(=O)N2CCN(C)C)c1 (stereo not drawn)	6
COc1ccc(NC(=O)C(=O)N/N=C/c2ccccc2O)cc1	2
CC(C)(C)c1csc(N/N=C/c2ccccn2)n1	10
COc1ccc(N(CC(=O)NCCc2ccccc2)S(=O)(=O)c2ccc(C)cc2)cc1OC	1
CCOc1ccc(-n2c(-c3ccccc3)nc3c(cnn3-c3ccccc3)c2=O)cc1	6
O=C1NC(=O)N(c2cccc(Br)c2)C(=O)/C1=C/C=C/c1ccccc1	11
O=C(CC(=O)NCc1ccccc1)NCc1ccccc1	5
N/C(=N\N=C\c1ccccc1Cl)c1nonc1N	2
Cc1ccccc1Cn1c(NC(=O)c2ccc(Cl)cc2)nc2ccccc21	20
C/C(=N\OCC(=O)N=Nc1c(O)n(CN2CCN(C)CC2)c2ccccc12)c1ccccc1	-4
C#CCn1cc(/C=C(/C#N)C(=O)Nc2cccc(Br)c2)c2ccccc21	4
Cn1c2c(c3cc(C4CCCCC4)ccc31)CCC/C2=N\O	4
CCCCOP(=O)(CC(=O)OC)CC(=O)OC	6
COC(=O)C(Cc1ccccc1)NC(=O)c1ccccc1 (stereo not drawn)	-1
COC(=O)c1ccccc1NC(=O)c1cc(-c2ccc(OC)cc2OC)nc2ccccc12	13
CC1=C(C#N)C(c2ccc(OCc3ccccc3)cc2)C2=C(CC(c3ccc(Cl)cc3)CC2=O)N1 (stereo not drawn)	8
Cc1ccc(N2CC(C(=O)Nc3ccc(N(C)C)cc3)CC2=O)cc1 (stereo not drawn)	5
CC(=O)Nc1ccccc1NC(=O)c1cccc([N+](=O)[O-])c1C	1
COc1ccccc1N1CCN(C(=O)c2nn3c(c2Cl)NC(c2ccc(Br)cc2)CC3C(F)(F)F)CC1 (stereo not drawn)	0
CCOc1cccc(C(=O)Nc2nnc(-c3ccco3)s2)c1	-2
C=C1CC2C(CCC3(C)C2CCC3(O)C(C)=O)C2(C)CCC(=O)C=C12 (stereo not drawn)	15
Clc1ccccc1COc1cccc(/C=N/Nc2nc(N3CCOCC3)nc(N3CCOCC3)n2)c1	-2
COc1ccc(Br)cc1/C=C/C(=O)Nc1cccc(NC(=O)c2ccccc2Cl)c1	-2

Reformatted: 2 of the compounds above
mol,ER stress death
COC(=O)C(Cc1ccccc1)NC(=O)c1ccccc1 (stereo not drawn),-1
COC(=O)c1ccccc1NC(=O)c1cc(-c2ccc(OC)cc2OC)nc2ccccc12,13

Remaining list, next part:
SMILES	ER stress death
CN1CCN(S(=O)(=O)c2ccc(C(C)(C)C)cc2)CC1	-3
COc1ccc(N(CC(=O)Nc2ccccc2Cl)S(C)(=O)=O)c(OC)c1	17
COc1ccc(C2C(C#N)=C(N)Oc3c2sc2ccccc32)c(OC)c1 (stereo not drawn)	-1
O=C(COc1ccc2ccccc2c1)NNC(=O)c1ccc(Cl)cc1	8
O=C(Nc1ccc2c(c1)OCCO2)c1ccc(Br)o1	-6
COc1ccc(Nc2nc(NNc3cccc(C(F)(F)F)c3)nc(C)c2[N+](=O)[O-])cc1	7
CC1(C)CC(=O)c2cnc(NC(=O)C3CCCC3)nc2C1	14
CCc1c(C)nc2ccc(C(=O)O)cc2c1Cl	12
COc1cc(/C=C2/C(=N)N3N=C(C(C)C)SC3=NC2=O)cc(Cl)c1OCCOc1ccccc1	1
CSc1ccc(Cl)c(C(=O)Nc2ccc(Cl)cn2)c1	2
NNS(=O)(=O)c1ccc2c(c1)Cc1cc(S(=O)(=O)NN)ccc1-2	1
CCOC(=O)c1ccc2c(c1)C1C=CCC1C(c1ccc(Br)cc1)N2 (stereo not drawn)	-3
O=C(O)CN(c1cccc(Br)c1)S(=O)(=O)c1ccccc1	8
Cc1ccc(S(=O)(=O)Nc2ccc(S(=O)(=O)NC(=O)C3CCCCC3)cc2)cc1	3
COc1ccccc1N1CCN(/N=C\c2cccc(Cl)c2)CC1	3
COc1ccccc1N1CCN(/N=C\c2ccccc2C(F)(F)F)CC1	10
O=C(Nc1cccc(Cl)c1Cl)c1ccc(CN2CCOCC2)cc1	11
CCOc1ccccc1NC(=O)CN(c1ccc(Oc2ccccc2)cc1)S(C)(=O)=O	7
CCOC(=O)COc1ccc(/C=C2\C(=O)NC(=O)N(c3cc(C)cc(C)c3)C2=O)cc1OC	0
O=C(c1ccc(Br)o1)N1CCc2ccccc21	-2
COc1cc(C(=O)N(CCO)CCO)ccc1OC1OC(COC(C)=O)C(OC(C)=O)C(OC(C)=O)C1OC(C)=O (stereo not drawn)	10
CC(C)c1ccc(CNc2cc(N3CCN(S(=O)(=O)c4ccccc4)CC3)ccc2[N+](=O)[O-])cc1	9
O=C(NCc1ccccc1)c1cc2nc(-c3cccs3)cc(C(F)(F)F)n2n1	11
CCCCOc1cccc(C(=O)Nc2ccc(NC(=O)c3ccco3)c(OC)c2)c1	1
O=C1CS/C(=N/N=C/c2c3ccccc3cc3ccccc23)N1	7
Cc1ccc(Cl)cc1NC(=O)c1ccc(CN(c2ccccc2)S(C)(=O)=O)cc1	6
Cc1cc(C)cc(OCC(=O)Nc2ccc(C)cc2Br)c1	11
CCOC(=O)C1=C(O)/C(=C/c2cccnc2)SC1=Nc1ccc(Cl)cc1	1
O=C(NCCCO)C(=O)Nc1nc(C23CC4CC(CC(C4)C2)C3)cs1	-3
CCOC(=O)c1c(N(C(C)=O)C(C)=O)sc(=S)n1-c1ccccc1	10
COC1=CC(CC(=O)c2ccc(OC)cc2)C(C(=O)c2ccccc2Cl)C=C1OC (stereo not drawn)	7
COC(=O)c1c(-c2ccc(Cl)cc2)csc1N	9
Nc1ccc(C2=Nc3cccc4cccc(c34)N2)cc1	-3
O=C(/C=C/c1ccccc1)Nc1ccc(Cl)c([N+](=O)[O-])c1	1
CC(=O)/C=C(\C)Nc1ncn(-c2ccc(C)cc2)c1C(=O)c1ccccc1	-1
C(=N\Nc1nnc(-c2ccccc2)c(-c2ccccc2)n1)/c1cccnc1	7
COc1cc(C2/C(=C(\O)c3ccc(Cl)cc3)C(=O)C(=O)N2c2cccnc2)ccc1O (stereo not drawn)	3
CC1=C(C(=O)OCCCc2ccccc2)C(c2ccc(Cl)c(Cl)c2)CC(=O)N1 (stereo not drawn)	1
C=CCOC(=O)C1=C(C)NC(C)=C(C(=O)OCC=C)C1c1ccc(O)c(OCC)c1	-2
OCn1c2ccc(Cl)cc2c2cc(Cl)ccc21	-2
O=C(Nc1ccc(O)c(-c2nc3ccccc3s2)c1)c1ccc2c(c1)OCCO2	-3
CCOc1ccc(C(=O)Nc2ccc(C(C)C)cc2)cc1	9
Cc1ccc(S(=O)(=O)N2CCCc3ccccc32)cc1C	2
NC(=O)NC(c1ccccc1)c1ccccc1Cl (stereo not drawn)	6
Cc1sc2nc(SCCCC(=O)NCCO)[nH]c(=O)c2c1C	6
CN1CCN(C(=S)SCCN2CCCC2=O)CC1	6
O=C(/C=C/c1ccccc1)NCc1ccc2c(c1)OCO2	6
Cc1ccc(/C=N\Nc2nc(N3CCCCC3)nc(N3CCCCC3)n2)o1	-6
CC(C)c1cc(C(C)C)c(S(=O)(=O)Nc2ccc(S(N)(=O)=O)cc2)c(C(C)C)c1	4
Cc1ccc(NS(=O)(=O)c2cc(Cl)ccc2Cl)c(Br)c1	12
COc1ccc(C(c2c(C)[nH]c3ccccc23)c2c(C)[nH]c3ccccc23)cc1OC	3
CC(=O)N1c2ccccc2-c2c(ssc2=S)C1(C)C	1
CCOc1ccccc1C1C(C(=O)OCc2ccc(OC)cc2)=C(C)NC2=C1C(=O)CC(C)(C)C2 (stereo not drawn)	6
COc1cc2ccccc2cc1C(=O)Nc1cccc(-c2cc3ccccc3oc2=O)c1	-6
O=C(Oc1ccc(Cl)cc1)c1ccccc1	3
Cc1ccc(C(=O)Nc2cc(Cl)cc(Cl)c2)o1	3
c1ccc(CNc2nc(-c3ccccc3)cc(-c3ccccc3)n2)cc1	-1
COc1ccc2nc(SCC(=O)Nc3ccc4c(c3)C(=O)c3ccccc3C4=O)[nH]c2c1	3
C(=N\c1nc2ccccc2n1Cc1ccccc1)/c1cccs1	4
Fc1ccc(NC(=S)Nc2ccccc2Cl)cc1	3

The results go on.
SMILES	ER stress death
COc1ccc2c(c1)c(/C=C/c1nc3ccccc3c(=O)n1-c1cccc(C)c1)c(C)n2C	12
CCCCNC(=O)C(=O)NCCCOC	12
CCOC(=O)c1ccc(N2NC(=O)/C(=C/c3ccc(O)c(OCC)c3)C2=O)cc1	15
Cc1ccc(/C(N)=N/OC(=O)COc2ccc3ccccc3c2)cc1	-2
O=C(Nc1cc([N+](=O)[O-])ccc1C(=O)N1CCC(Cc2ccccc2)CC1)c1ccccc1	2
CCOC(=O)c1c(NC(=O)c2c(-c3ccccc3Cl)noc2C)sc2c1CCCC2	8
Cc1ccc(/C=N\NC(=O)C(O)(c2ccccc2)c2ccccc2)o1	9
COc1ccc(C(NC(=O)CC(C)C)NC(=O)CC(C)C)cc1	-2
Cc1ccc(S(=O)(=O)CCSc2cccc(C(=O)O)c2)cc1	15
COC(=O)COc1ccc(C=C2C(=O)NC(=O)NC2=O)cc1OC	8
O=C(O)/C=C/C(=O)Nc1ccc(Oc2cccc(Oc3ccc(NC(=O)/C=C/C(=O)O)cc3)c2)cc1	4
Cc1ccc(-c2csc(NC(=O)c3ccc(Cl)cc3[N+](=O)[O-])n2)c(C)c1	10
COc1cccc(OC)c1C(=O)Nc1ccccc1C(F)(F)F	6
O=C(N/N=C/c1ccccc1F)C(=O)N1CCCC1	18
CCOC(=O)C(=O)Nc1ccc(OC)c(Cl)c1	4
C=CCc1cccc2cc(C(=O)N3CCN(C/C=C/c4ccccc4)CC3)c(=O)oc12	-2
CCOC(=O)C1=C(C)N=c2s/c(=C\c3ccco3)c(=O)n2C1/C=C/c1ccccc1 (stereo not drawn)	14
O=C(Cc1ccccc1)NC(=S)N1CCCc2ccccc21	8
COc1ccc(N=C2NC(=O)CS2)cc1	8
O=C1CC(Cc2ccccc2)C(=O)N1CCc1ccc2c(c1)OCO2 (stereo not drawn)	5
CC(C)c1ccc(NS(=O)(=O)c2cc(Cl)ccc2Cl)cc1	-1
COc1cccc(OCCCn2ccnc2)c1	0
